Bioassay records (PubChem BioAssay)
CatB mix inh: human cathepsin B inhibition by mixtures; hit rate 0.06% among 62,000; P07858; AID 488; inhibition, %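 (ten-compound pools at 5 µM per compound and 50 µM total)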; Purified cathepsin B, AMC dipeptide fluorescence, compound mixtures; in the data active = inhibition above about 22%, passing the limit was not always enough; inconclusive = no clear call, values can overlap the other calls;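 also: 0% = enzyme without compound and 100% = no enzyme blank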
C1s block: human complement C1s inhibition; P09871; purified C1s, fluorogenic AMC substrate, pooled mixtures; mean inhibition % of two 10-compound mixtures (stronger effect = higher value), % at 5 µM (by protocol); hit rate 0.16% among 62,000; AID 538;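 active = inhibition above 20% in each of the two 10-compound mixture wells holding the compound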;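 also: 0% = enzyme wells lacking compound mixture and 100% = no-enzyme blank wells; some compounds called inactive have numbers as strong as hits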
CatB block: human cathepsin B inhibition; hit rate 0.1% among 63,000; P07858; purified cathepsin B, fluorogenic substrate, fluorescence; inhibition, %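 (tested at 10 µM)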; in the data active = inhibition above about 21%;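 also: 0% = enzyme with no compound and 100% = no enzyme blank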
CatL inh: inhibitors of human cathepsin L | purified cathepsin L, fluorogenic substrate, fluorescence | hit rate 0.17% among 58,000 | P07711 | inhibition, %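 (tested at 10 µM)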; in the data active = inhibition above about 45%;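 also: 0% = enzyme with no compound and 100% = no enzyme blank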
Target sequence (P07711 114-288 limits assumed): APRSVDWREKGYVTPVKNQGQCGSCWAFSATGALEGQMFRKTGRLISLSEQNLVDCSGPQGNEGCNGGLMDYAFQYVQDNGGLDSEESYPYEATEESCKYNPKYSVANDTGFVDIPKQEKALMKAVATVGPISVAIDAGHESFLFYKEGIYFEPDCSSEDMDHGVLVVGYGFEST
Target sequence (P07711 292-333 limits assumed): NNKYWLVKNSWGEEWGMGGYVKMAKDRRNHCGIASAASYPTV
CatS inh: blocks human cathepsin S protease activity; inhibition, %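 (tested at 5 µM per compound within 10-compound mixtures)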; P25774; recombinant cathepsin S, AMC dipeptide fluorescence, pooled mixtures; hit rate 0.06% among 62,000; in the data active = inhibition above about 32%, passing the limit was not always enough; inconclusive = no clear call, values can overlap the other calls;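 also: 0% = enzyme without compound and 100% = blank without enzyme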
AP ELISA ortho: alternative pathway complement inhibition, orthogonal assay; AID 1235; inhibition, % at 5 µM; hit rate 0.08% among 62,000; Human serum alternative complement pathway, LPS-coated ELISA, C3 deposition; tested in compound mixtures;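 active = inhibition above 30% in each of the two pooled mixtures holding the compound, so the lower value exceeds 30%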;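 also: 0% = serum in Mg-EGTA without compound and 100% = EDTA serum blank; some compounds past the cut are filed as inactive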
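Test system: human serum alternative complement pathway, C3 deposition on LPS-coated wells; also added: Plate-bound LPS; doses: 5 µM per compound in ten-compound mixtures; schedule: 1 h at 37 °C; detection: Anti-C3 ELISA, OD 450 nm; evaluation: percent inhibition of C3 deposition onto LPS; repeats: two pool placements per compound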
FXIIa mix inh: factor XIIa (human) inhibition, mixture screen; P00748; purified FXIIa, fluorogenic substrate, pooled mixtures; inhibition, % at 5 µM; hit rate 0.2% among 62,000; AID 684;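 also: 0% = enzyme without compound and 100% = no enzyme blank; some results filed as inactive read as strong as hits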
Target sequence (P00748 20-372 limits assumed): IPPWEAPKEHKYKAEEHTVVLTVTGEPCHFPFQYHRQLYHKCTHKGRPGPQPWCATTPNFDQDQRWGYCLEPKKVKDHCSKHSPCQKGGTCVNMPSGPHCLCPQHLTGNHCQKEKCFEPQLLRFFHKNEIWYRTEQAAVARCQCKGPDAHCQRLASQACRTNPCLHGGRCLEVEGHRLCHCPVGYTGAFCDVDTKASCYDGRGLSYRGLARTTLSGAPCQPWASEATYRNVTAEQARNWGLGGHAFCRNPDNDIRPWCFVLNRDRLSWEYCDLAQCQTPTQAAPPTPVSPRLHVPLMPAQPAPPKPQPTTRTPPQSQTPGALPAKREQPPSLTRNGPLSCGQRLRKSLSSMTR
Target sequence (P00748 373-615 limits assumed): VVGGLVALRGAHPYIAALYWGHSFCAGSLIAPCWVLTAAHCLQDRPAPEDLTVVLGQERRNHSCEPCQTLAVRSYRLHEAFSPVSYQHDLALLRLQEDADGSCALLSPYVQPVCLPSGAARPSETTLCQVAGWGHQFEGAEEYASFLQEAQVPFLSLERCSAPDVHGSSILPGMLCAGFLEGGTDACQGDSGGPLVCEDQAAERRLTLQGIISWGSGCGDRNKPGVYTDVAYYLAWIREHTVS
FXIa inh mix: blocks human factor XIa in pooled compound mixtures | inhibition, % at 5 µM | purified FXIa, fluorogenic substrate | P03951 | hit rate 0.19% among 62,000;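 also: each value is inhibition by a whole ten-compound pool holding the compound; 0% = enzyme with no mixture and 100% = wells lacking enzyme; strong numbers were not always called active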
CatG inh: cathepsin G (human) inhibition; P08311; inhibition, % at 5 µM (by protocol); AID 581; purified enzyme, AMC-tetrapeptide fluorescence, pooled mixtures; hit rate 0.2% among 62,000;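 active = inhibition above 20% in each of the two mixture wells holding the compound; inactive = inhibition of 20% or less in either well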;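 also: 0% = enzyme control without mixture and 100% = blank lacking enzyme; strong numbers were not always called active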
Target sequence (P08311 21-244 limits assumed): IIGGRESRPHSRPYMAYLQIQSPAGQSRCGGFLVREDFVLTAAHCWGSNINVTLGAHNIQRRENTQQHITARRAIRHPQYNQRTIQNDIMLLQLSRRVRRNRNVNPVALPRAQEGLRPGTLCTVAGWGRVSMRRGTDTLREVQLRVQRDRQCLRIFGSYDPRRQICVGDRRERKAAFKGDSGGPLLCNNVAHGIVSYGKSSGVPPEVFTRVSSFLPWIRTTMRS
* = called active by the depositor. Rule as the data show it, unless noted: active = inhibition above about 20% (passing the limit was not always enough); inactive = the rest. This is a subset (hit frequency here may not be typical).

For Cc1cccc(S(=O)(=O)C(C#N)c2nc3ccccc3nc2N2CC(C)OC(C)C2)c1 (centres undefined) the results were CatB mix inh 5, C1s block -21, CatB block 2, CatL inh -8, CatS inh 18, AP ELISA ortho -9, FXIIa mix inh 2, FXIa inh mix 6 and CatG inh -10.
O=C(C1CCN(S(=O)(=O)c2cccc3cccnc23)CC1)N1CCCC1 was read as CatB mix inh 7, C1s block 19, CatB block -2, CatL inh 13, CatS inh 7, AP ELISA ortho 7, FXIIa mix inh 12, FXIa inh mix 3 and CatG inh 11.
`Cc1cccc(NC(=O)c2cnc3sccn3c2=O)n1` gave CatB mix inh 2, C1s block 30, CatB block 1, CatL inh 3, CatS inh 4, AP ELISA ortho -6, FXIIa mix inh -20, FXIa inh mix 1 and CatG inh -12.
For CCCn1c(=NC(=O)c2ccco2)c(C(=O)OCC)cc2c(=O)n3ccccc3nc21 the results were CatB mix inh -2, C1s block -94, CatB block 5, CatL inh -35, CatS inh 7, AP ELISA ortho -9, FXIIa mix inh -2, FXIa inh mix -32 and CatG inh -35.
`CCOC(=O)C1CCN(C(=O)COc2ccc(S(=O)(=O)NC(C)C)cc2Cl)CC1` gave CatB mix inh -7, C1s block -11, CatB block 1, CatL inh 2, CatS inh inconclusive, AP ELISA ortho 11, FXIIa mix inh 3, FXIa inh mix 3 and CatG inh 0.
`Cc1ccc(S(=O)(=O)N2CCCCC2)cc1C(=O)Nc1ncn[nH]1` gave CatB mix inh 1, C1s block 7, CatB block 6, CatL inh 16, CatS inh -4, AP ELISA ortho 5, FXIIa mix inh 9, FXIa inh mix 3 and CatG inh 7.
`Cc1sc2ncn(CC(=O)OC(C)C(=O)NC(C)(C)C)c(=O)c2c1C` (centres undefined) gave CatB mix inh 2, C1s block 0, CatB block -5, CatL inh 3, CatS inh -6, AP ELISA ortho 13, FXIIa mix inh 1, FXIa inh mix 5 and CatG inh 0.
`COc1ccc(-c2cn3c(C)c(C(=O)NC(C)C)sc3n2)cc1` gave CatB mix inh -3, C1s block 12, CatB block 2, CatL inh 10, CatS inh 7, AP ELISA ortho 2, FXIIa mix inh 7, FXIa inh mix -5 and CatG inh 9.
`CCOC(=O)N1CCC(NC(=O)CSc2cc(=O)n(CC)c3ccccc23)CC1` gave CatB mix inh 1, C1s block -8, CatB block 6, CatL inh 20, CatS inh 14, AP ELISA ortho -6, FXIIa mix inh 1, FXIa inh mix 1 and CatG inh -1.
For Cc1ccc2nnc(Cl)n2n1 the results were CatB mix inh -3, C1s block -2, CatB block 0, CatL inh -6, CatS inh -3, AP ELISA ortho 16, FXIIa mix inh 2, FXIa inh mix 3 and CatG inh 2.
Screening CCOCCn1c(SCc2ccc(C)cc2)nc2c1c(=O)[nH]c(=O)n2C returned CatB mix inh -6, C1s block -104, CatB block -1, CatS inh 5, AP ELISA ortho 18, FXIIa mix inh 2, FXIa inh mix -5 and CatG inh -14.
For Clc1ccc(Cc2nnc(-c3cccs3)o2)cc1 the results were CatB mix inh 2, C1s block 2, CatB block 1, CatL inh -3, CatS inh -3, AP ELISA ortho 18, FXIIa mix inh 0, FXIa inh mix 7 and CatG inh 8.
Screening O=C(NCc1ccc(F)cc1)c1cc(S(=O)(=O)N2CCOCC2)ccc1F returned CatB mix inh -3, C1s block 7, CatB block 2, CatL inh 8, CatS inh 9, AP ELISA ortho 0, FXIIa mix inh 7, FXIa inh mix 3 and CatG inh 6.
`Brc1ccc(CSc2nnc(Cc3c[nH]c4ccccc34)o2)cc1` gave CatB mix inh 5, C1s block 14, CatB block -1, CatL inh -9, CatS inh -7, AP ELISA ortho 31, FXIIa mix inh 6, FXIa inh mix 4 and CatG inh 11.
Screening CC(C)(Oc1ccc(Cl)cc1)C(=O)NCCCn1ccnc1 returned CatB mix inh 3, C1s block -39, CatB block 8, CatL inh 27, CatS inh 10, AP ELISA ortho -6, FXIIa mix inh 6, FXIa inh mix 0 and CatG inh -6.
`Cn1nc(CC(=O)NC2CCCCCC2)c2ccccc2c1=O` gave CatB mix inh 1, C1s block 12, CatB block 1, CatL inh 0, CatS inh 33, AP ELISA ortho 11, FXIIa mix inh 3, FXIa inh mix 5 and CatG inh 7.
COc1cccc(C2N(c3ccc(Cl)cc3)C(=O)C3CCCN32)c1 (centres undefined) was read as CatB mix inh 2, C1s block -2, CatB block 4, CatL inh -2, CatS inh -5, AP ELISA ortho -1, FXIIa mix inh 2, FXIa inh mix 4 and CatG inh -2.
Screening CCN(CC)S(=O)(=O)c1ccc(NC(=O)c2ccccn2)cc1 returned CatB mix inh 2, C1s block 7, CatB block 5, CatL inh 10, CatS inh 10, AP ELISA ortho 9, FXIIa mix inh 11, FXIa inh mix 3 and CatG inh 9.
`COc1ccc(C(=O)OCC(=O)NCc2ccco2)cc1OC` gave CatB mix inh 8, C1s block 14, CatB block 1, CatL inh -2, CatS inh 15, AP ELISA ortho 2, FXIIa mix inh -7, FXIa inh mix 13 and CatG inh 13.
Cc1cc(C)nc(N2CCC(C(=O)NCc3cccs3)CC2)n1 was read as CatB mix inh 10, C1s block 0, CatB block 8, CatL inh 7, CatS inh 10, AP ELISA ortho -14, FXIIa mix inh 0, FXIa inh mix 5 and CatG inh -4.
Cc1cc(NC(=O)CCOc2ccccc2)no1 was read as CatB mix inh 6, C1s block -6, CatB block -4, CatL inh 2, CatS inh -5, AP ELISA ortho 3, FXIIa mix inh -17, FXIa inh mix 6 and CatG inh -5.
COc1cc(S(=O)(=O)N2CCN(c3ccccc3F)CC2)ccc1Cl was read as CatB mix inh 0, C1s block 7, CatB block 1, CatL inh 0, CatS inh -16, AP ELISA ortho 12, FXIIa mix inh 10, FXIa inh mix 7 and CatG inh 19.
For CN(C)c1ccc(-c2nn3c(C4CCCCC4)nnc3s2)cc1 the results were CatB mix inh 1, C1s block 2, CatB block 1, CatL inh -20, CatS inh -10, AP ELISA ortho 13, FXIIa mix inh 4, FXIa inh mix 4 and CatG inh 6.
CC(=O)c1nc(N2C(=O)C3CC=C(C)CC3C2=O)sc1C (centres undefined) was read as CatB mix inh 3, C1s block -14, CatB block -2, CatL inh 10, CatS inh 7, AP ELISA ortho 14, FXIIa mix inh 12, FXIa inh mix -1 and CatG inh 1.
COCC(=O)N(Cc1ccccc1)c1ccccn1 was read as CatB mix inh 3, C1s block 12, CatB block -5, CatL inh 10, CatS inh 16, AP ELISA ortho -2, FXIIa mix inh 10, FXIa inh mix 2 and CatG inh 9.
`COc1ccc(NC(=O)C2CCN(C(=O)NCc3ccccc3)CC2)cc1` gave CatB mix inh -5, C1s block 4, CatB block 1, CatS inh -5, AP ELISA ortho 15, FXIIa mix inh 2, FXIa inh mix -2 and CatG inh 8.
COc1ccc(C(=O)c2ccc(OC)c(N)c2)cc1N was read as CatB mix inh -3, C1s block -138, CatB block -3, CatL inh -1, CatS inh -28, AP ELISA ortho 7, FXIIa mix inh -3, FXIa inh mix -24 and CatG inh -16.
CCOC(=O)CCNC(=O)Nc1ccc2nc(C)n(Cc3cccc(Cl)c3)c(=O)c2c1 was read as CatB mix inh 3, C1s block 13, CatB block 5, CatL inh 6, CatS inh 16, AP ELISA ortho -2, FXIIa mix inh -12, FXIa inh mix 9 and CatG inh 14.
CCOC(=O)N1CCN(C(=O)CCc2c(C)nc3nc(C)nn3c2C)CC1 was read as CatB mix inh -1, C1s block 4, CatB block -5, CatL inh 14, CatS inh 11, AP ELISA ortho 1, FXIIa mix inh 4, FXIa inh mix 0 and CatG inh 0.
`CCn1c2ccccc2c2cc(NC(=O)c3ccco3)ccc21` gave CatB mix inh 2, C1s block 12, CatB block 6, CatL inh -10, CatS inh -3, AP ELISA ortho 10, FXIIa mix inh 4, FXIa inh mix 1 and CatG inh 9.
CC1(c2ccccn2)Nc2ccccc2-c2nc3ccccc3n21 (centres undefined) was read as CatB mix inh -10, C1s block -52, CatB block -3, CatS inh -28, AP ELISA ortho 14, FXIIa mix inh -8, FXIa inh mix -28 and CatG inh -28.
Screening Cc1cccc(N2C(N)=NC(N)=NC23CCCCC3)c1 returned CatB mix inh 5, C1s block 9, CatB block 2, CatL inh 4, CatS inh 1, AP ELISA ortho 4, FXIIa mix inh 1, FXIa inh mix 9 and CatG inh 9.
For COc1cc(C(=O)OCc2cc3ccccc3[nH]c2=O)cc(OC)c1OC the results were CatB mix inh 5, C1s block 12, CatB block -1, CatL inh -7, CatS inh -2, AP ELISA ortho 20, FXIIa mix inh 3, FXIa inh mix 7 and CatG inh 8.
`CC(C)(C)C(=O)Nc1ccccc1N1CCN(C(=O)c2ccc(Cl)cc2)CC1` gave CatB mix inh 4, C1s block -8, CatB block 9, CatS inh -2, AP ELISA ortho 14, FXIIa mix inh 2, FXIa inh mix -1 and CatG inh 8.
`O=C(NC1CCCCCCC1)c1ccccc1O` gave CatB mix inh 0, C1s block -6, CatB block 5, CatL inh 4, CatS inh 7, AP ELISA ortho -10, FXIIa mix inh 4, FXIa inh mix 3 and CatG inh -6.
Screening C(=N\n1cnnc1)/c1ccc(-c2ccccc2)cc1 returned CatB mix inh 0, C1s block 0, CatB block -2, CatS inh 1, AP ELISA ortho 7, FXIIa mix inh 5, FXIa inh mix 4 and CatG inh 9.
Screening CCN(CCC(=O)Nc1cc(OC)cc(OC)c1)Cc1ccccc1 returned CatB mix inh 6, C1s block 12, CatB block 1, CatL inh -3, CatS inh -8, AP ELISA ortho 7, FXIIa mix inh -1, FXIa inh mix 6 and CatG inh 10.
Cc1nc(-c2ccc(S(=O)(=O)N3CCCCCC3)cc2)cs1 was read as CatB mix inh 5, C1s block -9, CatB block 7, CatL inh 12, CatS inh 11, AP ELISA ortho -3, FXIIa mix inh -7, FXIa inh mix 3 and CatG inh -9.
Screening CCOc1ccc(NC(=O)c2oc3ccccc3c2NC(=O)CC)cc1 returned CatB mix inh 7, C1s block -5, CatB block -5, CatL inh 26, CatS inh 2, AP ELISA ortho 7, FXIIa mix inh 6, FXIa inh mix 2 and CatG inh 0.
Screening O=C(O)c1cc2nc3c(c(C(F)(F)F)n2n1)CCc1ccccc1-3 returned CatB mix inh -6, C1s block -53, CatB block -1, CatS inh -7, AP ELISA ortho 13, FXIIa mix inh 12, FXIa inh mix -8 and CatG inh -12.

Pulled by structure from the list above (2):
For COc1cc(C(=O)OCc2cc3ccccc3[nH]c2=O)cc(OC)c1OC the results were CatB mix inh 5, C1s block 12, CatB block -1, CatL inh -7, CatS inh -2, AP ELISA ortho 20, FXIIa mix inh 3, FXIa inh mix 7 and CatG inh 8.
Screening Cc1cccc(N2C(N)=NC(N)=NC23CCCCC3)c1 returned CatB mix inh 5, C1s block 9, CatB block 2, CatL inh 4, CatS inh 1, AP ELISA ortho 4, FXIIa mix inh 1, FXIa inh mix 9 and CatG inh 9.

Continuation:
CCOc1nc(C)ccc1-c1noc(-c2ccco2)n1 was read as CatB mix inh 0, C1s block 4, CatB block -1, CatL inh 3, CatS inh -4, AP ELISA ortho 5, FXIIa mix inh 10, FXIa inh mix 4 and CatG inh -6.
`CCC(NS(=O)(=O)c1ccc(C)cc1)C(=O)O` (centres undefined) gave CatB mix inh -1, C1s block -30, CatB block 1, CatL inh -3, CatS inh -6, AP ELISA ortho 0, FXIIa mix inh 5, FXIa inh mix -2 and CatG inh -15.
Cc1ccc(Cn2c(C)nc3c(c2=O)c2nc4ccccc4nc2n3Cc2ccco2)cc1 was read as CatB mix inh -10, C1s block -14, CatB block 0, CatL inh -15, CatS inh 0, AP ELISA ortho 8, FXIIa mix inh -19, FXIa inh mix 8 and CatG inh 10.
`CCOC(=O)NCc1cc(-c2nn(C)c(=O)c3ccccc23)ccc1C` gave CatB mix inh 2, C1s block 12, CatB block 2, CatS inh 8, AP ELISA ortho 3, FXIIa mix inh 2, FXIa inh mix 5 and CatG inh 10.
